# D2 antag = antagonizes the human D2 dopamine receptor; P14416; HEK293 TREx D2 cells, calcium flux, dopamine EC80; inhibition, % at 10 µM; 340,000 tested, 2% active; AID 485344; in the data active means inhibition above about 30%; further: 0% is about no effect
#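 Dopamine at EC80 is the agonist stimulus; test compounds precede it by 180 s. Calcium flux read kinetically in a force-coupled, inducible HEK293 T-REx D2 cell line.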
# D2 agonist = D2 dopamine receptor (human) agonism; HEK293 T-REx D2 cells, calcium flux agonist mode; activation, % at 2 µM; 340,000 tested, 0.53% active; AID 485358;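 active means activation over 3 SD above normal in the single-dose calcium agonist read, cut at about 30% in these data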; further: 0% is about no effect
#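 Calcium-flux readout, 1 cycle/sec over 180 s following compound pin transfer, in inducible HEK293 Trex D2 cells (force-coupled); dopamine controls included. Positive calcium responses during this window marked compounds as potential agonists.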
# rTrxR1 inhibitor = rat TrxR1 inhibition; recombinant rTrxR1, NADPH fluorescence consumption, selenite substrate; Potency, µM (highest dose often 114 µM), without a hit: top-dose activity change, negative = inhibition, hits mostly inhibitors; 390,000 tested, 1% active; AID 588453; further: potency means the concentration at half of the fitted maximal effect; on the % scale 0 is the no-effect control and ±100 the full control effect; nearly all actives have a fitted effect of over 65% in size
# Target sequence (O89049 whole entry, looked up): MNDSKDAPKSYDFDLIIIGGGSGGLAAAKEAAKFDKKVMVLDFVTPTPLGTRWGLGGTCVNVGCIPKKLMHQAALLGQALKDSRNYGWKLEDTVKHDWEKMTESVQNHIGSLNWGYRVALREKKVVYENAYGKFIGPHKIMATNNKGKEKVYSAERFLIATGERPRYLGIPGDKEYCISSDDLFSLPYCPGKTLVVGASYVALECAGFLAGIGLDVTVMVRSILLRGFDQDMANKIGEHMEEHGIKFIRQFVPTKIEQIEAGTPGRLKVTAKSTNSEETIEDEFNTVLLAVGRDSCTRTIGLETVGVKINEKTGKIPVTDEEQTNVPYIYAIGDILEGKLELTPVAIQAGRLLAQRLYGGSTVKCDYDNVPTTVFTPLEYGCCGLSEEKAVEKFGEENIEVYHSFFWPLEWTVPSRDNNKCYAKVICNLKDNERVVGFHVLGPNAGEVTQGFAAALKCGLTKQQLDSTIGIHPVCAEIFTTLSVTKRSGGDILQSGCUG
#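 Rat TrxR1 (90 nM in the dispensed reagent) was pre-reduced with 400 uM NADPH for 5 min at room temperature, then incubated with compound for 15 min. After 400 uM selenite was added, NADPH fluorescence (Ex 340/Em 450 nm) was followed for 8 min.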
# TrxR1 substrate = rat thioredoxin reductase 1 substrate activity; O89049; purified TrxR1 substrate turnover, NADPH consumption readout; Potency, µM (titrated, usually from 114 µM), for inactives: top-dose activity change, negative = substrate turnover; 390,000 tested, 0.01% active; AID 588456; further: potency means the concentration at half of the fitted maximal effect; on the % scale 0 is the no-effect control and ±100 the full control effect; nearly all actives have a fitted effect of over 50% in size
#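 Rat TrxR1, dispensed at 90 nM, was prereduced with 400 uM NADPH (final) for 5 min at ~22 deg C, then incubated with compound 15 min before 400 uM selenite. A first-read NADPH fluorescence drop versus no-compound background flagged substrates.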
# TRHR agonist = activates the human TRH receptor; P34981; TRHR cells, calcium flux fluo-8, FDSS agonist mode; activation, % at 2 µM; 360,000 tested, 0.18% active; AID 493084; in the data active means activation above about 30%; further: 0% is about no effect
#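 In this calcium-flux screen, cells bearing human TRHR are dye-loaded with fluo-8, baselined for 10 cycles, then exposed to library compounds; positive kinetic calcium responses during the agonist phase mark hits, with TRH as control.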
# PI4K2A inh = PI4K2A (human) kinase inhibition; purified PI4K2A, ADP-Glo luminescence, 1 h; active compounds read low; activity change, negative = inhibition, % at 76.9 µM; 420,000 tested, 0.13% active; AID 1346378; in the data active means activity change below about -50%; inconclusive means mostly about -30% to -49%;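 further: -100% = wells without enzyme as full effect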
# Target sequence (Q9BTU6 whole entry, looked up): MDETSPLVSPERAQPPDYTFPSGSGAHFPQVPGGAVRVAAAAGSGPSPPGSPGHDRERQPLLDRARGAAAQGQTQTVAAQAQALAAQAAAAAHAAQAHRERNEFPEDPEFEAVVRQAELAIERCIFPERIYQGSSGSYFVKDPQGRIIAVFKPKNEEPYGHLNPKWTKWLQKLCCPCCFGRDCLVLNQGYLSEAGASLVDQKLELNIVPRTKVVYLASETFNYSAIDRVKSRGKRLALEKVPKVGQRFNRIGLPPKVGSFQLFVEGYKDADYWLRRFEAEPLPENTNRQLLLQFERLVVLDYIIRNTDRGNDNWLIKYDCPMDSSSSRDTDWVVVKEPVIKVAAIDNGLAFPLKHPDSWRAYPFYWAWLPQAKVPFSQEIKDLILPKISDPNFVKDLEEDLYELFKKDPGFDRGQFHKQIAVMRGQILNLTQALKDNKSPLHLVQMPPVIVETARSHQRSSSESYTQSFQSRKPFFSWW
#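 ADP-Glo luminescence measured ADP generated by PI4K2A enzyme (4 ug/mL before mixing) with 1.2 mM PI substrate (pre-mix) and 300 microM ATP (pre-mix). Tris pH7.5 buffer with MgCl2, Triton X-100; 1 h reaction at ambient temperature.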
# mIDH1 inhibitor = inhibitors of human mutant IDH1 R132H; O75874; IDH1-R132H enzyme, NADPH consumption, diaphorase/resazurin fluorescence; Potency, µM (doses to about 76.6 µM), for the others: top-dose activity change, negative = inhibition, most hits filed as inhibitors; 390,000 tested, 0.093% active; AID 602179; further: potency means the concentration at half of the fitted maximal effect; on the % scale 0 is the no-effect control and ±100 the full control effect; nearly all actives have a fitted effect of over 65% in size
#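 IDH1-R132H (0.5 ug/mL dispensed) in pH 7.5 Tris buffer was preincubated 30 min with compound, then given a substrate mix of 0.016 mM NADPH and 2 mM alpha-KG for 80 min at room temperature; remaining NADPH was read by diaphorase/resazurin fluorescence.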
# TRHR PAM = allosteric enhancers of human TRH receptor. 360,000 tested, 0.66% active. P34981. AID 493056. TRHR cells, fluo-8 calcium fluorescence, EC20 TRH enhancement. enhancement, % at 2 µM; in the data active means enhancement above about 30%; further: 0% is about no effect
#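 Enhancer read-out: after compound pinning and an initial kinetic agonist-mode read, an EC20 of TRH (10 nM final) was injected and fluo-8 calcium signal (Ex 480/Em 530) followed at 1 s/cycle for 100 cycles in TRHR-expressing cells.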
# USP1 inh = inhibitors of human USP1/UAF1 deubiquitinase; O94782; recombinant USP1/UAF1, Ub-Rhodamine cleavage fluorescence; Potency, µM (highest dose often 57.1 µM), inactives show at the top dose activity change, negative = inhibition, usual class: inhibitors; 390,000 tested, 0.23% active; AID 743255; further: potency means the concentration at half of the fitted maximal effect; on the % scale 0 is the no-effect control and ±100 the full control effect; nearly all actives have a fitted effect of over 60% in size; inactives centre near -12
#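 USP1/UAF1 complex (1 nM) preincubated 15 min at room temperature with compound, then Ub-Rho substrate (150 nM final) added. Kinetic fluorescence at 480/540 nm over 6 reads at 60 s intervals; 50 mM HEPES pH 7.8, 0.5 mM EDTA, 0.1 mg/ml BSA, 1 mM TCEP, 0.01% Tween-20.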
# Numbers without * were called inactive; ? = inconclusive; · = not tested or not shown; & = joins results of further samples; [ ] = dose if it differs, or a comment. Unless noted, the call rests on the fitted dose curve; in most records, active means well fitted inhibition curve with a large enough effect; inconclusive means small, poorly fitted or top-dose-only effect; inactive means no such curve, though single readings can be large or run the other way.
SMILES,D2 antag,D2 agonist,rTrxR1 inhibitor,TrxR1 substrate,TRHR agonist,PI4K2A inh,mIDH1 inhibitor,TRHR PAM,USP1 inh
O=C(COC(=O)c1cc(Cl)ccc1[N+](=O)[O-])Nc1cccc2ccccc12,8,-1.0,7%,-1%,-0.5,2,-4%,-4,-8%
COc1cc(OC)cc(C(=O)Nc2ccc(NC(=O)c3ccco3)c(Cl)c2)c1,15,-0.2,10%[57.1 µM],9%[57.1 µM],0.6,-2,19%,2,-3%
COc1ccc(NC(=O)COc2ccc3oc(=O)cc(C)c3c2)cc1,1,-1.7,-6%[57.1 µM],5%[57.1 µM],0.7,-2,5%,23,7%
Cc1ccccc1-c1noc(-c2ccccc2C(=O)N2CCCC2)n1,-22,-0.9,5%[57.1 µM],2%[57.1 µM],-2.3,6,-1%,20,-3%
COC(=O)c1ccc(NC(=O)CSc2ccc(-c3sc(-c4ccccc4)nc3C)nn2)cc1,·,-0.2,-5%,16%,0.0,2,-9%,1,-5%
CCOC(=O)CSc1ccc(C(=O)Nc2ccc(OC)cc2)cn1,10,-0.2,21%,2%,-0.6,-5,6%,0,-14%
Cc1ccc(C(=O)CC2(O)C(=O)N(CCc3ccccc3)c3ccc(Br)cc32)o1 (stereo unspecified),23,0.1,-57%,0%[57.1 µM],0.6,0,9%,-5,-19%
COc1ccc(/C=C/C(=O)Nc2ccccc2C(=O)O)cc1,34*,4.4,1%[57.1 µM],-8%[57.1 µM],0.2,-8,24%,4,-12%
Cc1cccc(/C=C/c2onc(C)c2S(=O)(=O)N2CCC(C(=O)N3CCC(C)CC3)CC2)c1,-12,0.0&0.7,-13%,-8%,-0.1&0.1,2&0,-13%&0%,-4&3,?
Cc1nn(C(C)C(=O)N2CCN(c3ccc(F)cc3)CC2)c(=O)c2c1sc1ccccc12 (stereo unspecified),·,-1.6,11%,1%,0.6,-1,-8%,4,-2%
Cc1cccc(N2CCN(C(=O)c3c(Cl)cnn3C)CC2)c1C,8,0.5,0%,-4%,-0.1,2,-3%,0,-14%
NC(=S)N=Nc1c(O)n(CC(=O)Nc2ccccc2)c2ccccc12,-4,0.7,-2%,0%,0.7,-4,0%,2,-11%
NNC(=O)c1nc[nH]c1C(=O)Nc1ccccc1,·,·,6%,4%,-0.5,-3,4%,1,-11%
O=C(O)c1cccc(Nc2ncnc3ccc(Br)cc23)c1,-6,-0.2,-4%&4%,-5%&-5%,-0.7&-0.9,-8&1,3%&15%,17&2,-6%&-10%
CCOc1cc(-c2nnc(SCC(=O)NCc3ccc(C)cc3)nc2-c2ccc(OC)c(OCC)c2)ccc1OC,·,-0.1,5%[57.1 µM],-2%[57.1 µM],-0.3,-3,1%,-2,-12%

# 12 structures already listed, ordered by heavy-atom count, ascending:
SMILES,D2 antag,D2 agonist,rTrxR1 inhibitor,TrxR1 substrate,TRHR agonist,PI4K2A inh,mIDH1 inhibitor,TRHR PAM,USP1 inh
NNC(=O)c1nc[nH]c1C(=O)Nc1ccccc1,·,·,6%,4%,-0.5,-3,4%,1,-11%
O=C(O)c1cccc(Nc2ncnc3ccc(Br)cc23)c1,-6,-0.2,-4%&4%,-5%&-5%,-0.7&-0.9,-8&1,3%&15%,17&2,-6%&-10%
COc1ccc(/C=C/C(=O)Nc2ccccc2C(=O)O)cc1,34*,4.4,1%[57.1 µM],-8%[57.1 µM],0.2,-8,24%,4,-12%
Cc1cccc(N2CCN(C(=O)c3c(Cl)cnn3C)CC2)c1C,8,0.5,0%,-4%,-0.1,2,-3%,0,-14%
CCOC(=O)CSc1ccc(C(=O)Nc2ccc(OC)cc2)cn1,10,-0.2,21%,2%,-0.6,-5,6%,0,-14%
Cc1ccccc1-c1noc(-c2ccccc2C(=O)N2CCCC2)n1,-22,-0.9,5%[57.1 µM],2%[57.1 µM],-2.3,6,-1%,20,-3%
O=C(COC(=O)c1cc(Cl)ccc1[N+](=O)[O-])Nc1cccc2ccccc12,8,-1.0,7%,-1%,-0.5,2,-4%,-4,-8%
COc1cc(OC)cc(C(=O)Nc2ccc(NC(=O)c3ccco3)c(Cl)c2)c1,15,-0.2,10%[57.1 µM],9%[57.1 µM],0.6,-2,19%,2,-3%
Cc1ccc(C(=O)CC2(O)C(=O)N(CCc3ccccc3)c3ccc(Br)cc32)o1 (stereo unspecified),23,0.1,-57%,0%[57.1 µM],0.6,0,9%,-5,-19%
Cc1nn(C(C)C(=O)N2CCN(c3ccc(F)cc3)CC2)c(=O)c2c1sc1ccccc12 (stereo unspecified),·,-1.6,11%,1%,0.6,-1,-8%,4,-2%
COC(=O)c1ccc(NC(=O)CSc2ccc(-c3sc(-c4ccccc4)nc3C)nn2)cc1,·,-0.2,-5%,16%,0.0,2,-9%,1,-5%
CCOc1cc(-c2nnc(SCC(=O)NCc3ccc(C)cc3)nc2-c2ccc(OC)c(OCC)c2)ccc1OC,·,-0.1,5%[57.1 µM],-2%[57.1 µM],-0.3,-3,1%,-2,-12%

# Arranged by length of the SMILES (ascending): 3 of the compounds above.
SMILES,D2 antag,D2 agonist,rTrxR1 inhibitor,TrxR1 substrate,TRHR agonist,PI4K2A inh,mIDH1 inhibitor,TRHR PAM,USP1 inh
COc1ccc(NC(=O)COc2ccc3oc(=O)cc(C)c3c2)cc1,1,-1.7,-6%[57.1 µM],5%[57.1 µM],0.7,-2,5%,23,7%
Cc1ccc(C(=O)CC2(O)C(=O)N(CCc3ccccc3)c3ccc(Br)cc32)o1 (stereo unspecified),23,0.1,-57%,0%[57.1 µM],0.6,0,9%,-5,-19%
Cc1nn(C(C)C(=O)N2CCN(c3ccc(F)cc3)CC2)c(=O)c2c1sc1ccccc12 (stereo unspecified),·,-1.6,11%,1%,0.6,-1,-8%,4,-2%

# The listing continues:
SMILES,D2 antag,D2 agonist,rTrxR1 inhibitor,TrxR1 substrate,TRHR agonist,PI4K2A inh,mIDH1 inhibitor,TRHR PAM,USP1 inh
Cc1nn(CC2CC2)c(=O)n1-c1ccc(Oc2ccccc2)cc1,-4,-1.0,27%[57.1 µM],4%[57.1 µM],-0.7,-4,2%,-4,-15%
Cc1ccc(-c2c(C#N)c(N)nc3c2CCCCCC3)o1,2,0.3,16%,44%[activator],0.0,-3,8%,-10,-14%
CCN(CC)C(=O)C1=C(C)NC(=O)NC1c1c(F)cccc1Cl (stereo unspecified),-19,0.5,-8%,-10%,1.4,-1,2%,-5,5%
COC(=O)c1c(NC(=O)COC(=O)[C@@H](NS(=O)(=O)c2cccc(Cl)c2)C(C)C)sc2c1CCC2,1,-0.5,-14%,10%,0.1,-1,5%,-6,-22%
Cc1cc(C)c2nc(-c3ccco3)cc(C(=O)O)c2c1,-15,1.0,?,230%[activator][57.1 µM],-0.4,-7,2%,-1,-22%
COc1c(F)c(F)c(C(=O)Nc2ccccc2N2CCN(C(=O)C(C)C)CC2)c(F)c1F,·,·,1%,-8%,-0.2,-3,12%,-4,-1%
O=C(Nc1cc(S(=O)(=O)N2CCOCC2)ccc1N1CCOCC1)c1cc2c(s1)CCC2,-1,0.4,40%[activator],10%,-0.2,2,4%,1,-11%
CC(C)Sc1n[nH]c(=O)n1-c1cccc(C(F)(F)F)c1,-4,0.4,15%,2%,1.3,0,8%,1,-16%
Cc1cc(C)c(NC(=O)Cn2cc3c(n2)CCCC3)c(C)c1,11,0.4,4%[57.1 µM],-11%[57.1 µM],-1.0,-1,11%,-5,-15%
CCCCN1C(=O)CC(Sc2ccccc2C(=O)O)C1=O (stereo unspecified),1,-0.4,16µM*,-3%,0.5,-1,6%,8,-2%
CC(C)c1ccc(NC(=O)CCNS(=O)(=O)c2cccc3nsnc23)cc1,-16,0.3&-0.4,?,-23%&-3%,-0.5&-0.4,-5&-1,8%&6%,3&-1,-17%&-4%
COc1cccc(-n2nc(C(=O)Nc3ccc4c(c3)OCO4)c3ccccc3c2=O)c1,8,7.3,17%,8%[57.1 µM],0.5,-4,3%,-1,-24%
Cc1cc(C)n(Cc2ccc(Cl)cc2Cl)c(=O)c1S(=O)(=O)c1ccccc1,-9,0.7,13%,-7%[57.1 µM],-1.3,-1,15%,9,-20%
C=CCC[C@@H](Cc1ccc(F)cc1)C(=O)OC[C@H](Cc1c[nH]c2ccccc12)NC(=O)[C@@H](CC=C)CC(=O)N[C@H](CO)Cc1ccccc1,·,·,6%,-3%,·,-3,-6%,·,-6%
C=CCn1c(C(CCCC)CC(C)O)n[nH]c1=S (stereo unspecified),-7,1.1,-16%,-1%,-0.1,-2,0%,17,-4%
O=C(Nc1ccc(OC(F)(F)F)cc1)c1ccccc1-n1cnnn1,·,·,9%,-3%,·,0,-7%,·,?
COc1ccc(-c2nc(-c3ccc(Br)o3)no2)cc1OC,-35,0.7,?,-4%,1.1,-3,14%,-11,?
COc1ccccc1CCNC(=O)NC1CCCCC1,1,0.4,10%,2%,0.1,-1,1%,-4,-19%
Cc1ccc(-c2csc3nc[nH]c(=S)c23)cc1C,22,-1.4,-22%[57.1 µM],-7%,-0.4,5,-6%,-5,-17%
